Screens (PubChem)
TEAD-YAP inh: TEAD-YAP interaction inhibition, primary screen, TEAD-YAP interaction inhibitor project, luminescence, HEK-TIYL cells. TEAD-Gal4/YAP UAS-luciferase luminescence. inhibition, % at 9.12 µM. 1.4% of 640,000 active; in the data active = inhibition above about 32%;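 also: 0% = median of test compound wells and 100% = reference inhibitor wells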
GPR151 activ: activators of human GPR151, primary screen, cell-based, PathHunter beta-arrestin, luminescence. G-protein coupled receptor 151 (Homo sapiens), Q8TDV0. PathHunter beta-arrestin GPR151 cells. activation, % at 11.2 µM. 1% of 650,000 active; in the data active = activation above about 4.9%;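 also: 0% = median of compound wells and 100% = cells with positive control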
Target sequence (Q8TDV0 whole entry, looked up): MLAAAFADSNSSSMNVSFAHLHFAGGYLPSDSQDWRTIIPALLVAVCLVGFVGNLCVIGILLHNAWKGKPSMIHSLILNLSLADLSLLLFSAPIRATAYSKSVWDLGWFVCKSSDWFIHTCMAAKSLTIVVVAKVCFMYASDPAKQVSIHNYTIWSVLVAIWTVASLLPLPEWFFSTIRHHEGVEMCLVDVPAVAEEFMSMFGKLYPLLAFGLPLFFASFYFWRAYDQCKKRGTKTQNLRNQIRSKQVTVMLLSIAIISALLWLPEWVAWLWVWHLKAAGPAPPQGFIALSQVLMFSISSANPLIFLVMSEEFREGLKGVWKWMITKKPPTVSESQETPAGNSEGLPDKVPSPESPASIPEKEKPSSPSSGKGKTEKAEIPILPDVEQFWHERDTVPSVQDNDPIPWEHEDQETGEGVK
MITF primary: MITF inhibitors, primary screen, biochemical, AlphaScreen, human. AlphaScreen MITF homodimerization, bead proximity signal. 0.91% of 650,000 active. Microphthalmia-associated transcription factor (Homo sapiens), O75030. inhibition, % at 2.6 µM; in the data active = inhibition above about 50%;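 also: 0% = vehicle wells with protein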
Target sequence (O75030 whole entry, looked up): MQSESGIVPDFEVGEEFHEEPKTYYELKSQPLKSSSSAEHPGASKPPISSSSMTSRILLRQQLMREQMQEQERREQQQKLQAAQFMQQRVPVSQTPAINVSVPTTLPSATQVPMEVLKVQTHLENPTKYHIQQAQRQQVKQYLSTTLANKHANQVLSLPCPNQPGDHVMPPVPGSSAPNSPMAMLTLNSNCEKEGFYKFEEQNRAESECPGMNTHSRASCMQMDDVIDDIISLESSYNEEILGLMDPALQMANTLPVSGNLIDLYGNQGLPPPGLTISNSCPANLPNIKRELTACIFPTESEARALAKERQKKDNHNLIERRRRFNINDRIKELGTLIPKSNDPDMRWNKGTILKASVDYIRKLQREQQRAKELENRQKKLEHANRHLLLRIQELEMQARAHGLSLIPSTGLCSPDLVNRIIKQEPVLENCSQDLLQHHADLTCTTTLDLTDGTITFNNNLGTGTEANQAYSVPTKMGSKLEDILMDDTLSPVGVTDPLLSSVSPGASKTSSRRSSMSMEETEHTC
FBW7 act: FBW7 E3 ligase activators, primary screen, biochemical, AlphaScreen, human. AlphaScreen FBW7–phospho-cyclin E peptide binding, activator screen. normalized activity (activation), % at 26.1 µM. 0.13% of 650,000 active. AID 1259310, 2017; in the data active = normalized activity above about 1.9%;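 also: purified mutant Fbw7 with reduced substrate affinity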
Numbers without * were called inactive; . = not tested or not shown.

SMILES	TEAD-YAP inh	GPR151 activ	MITF primary	FBW7 act
CCOC(=O)CN(C(=O)CSc1nc(C)cc(C)c1C#N)c1ccccc1C	1	-0.6	-8	-0.3
CS(=O)(=O)Nc1ccccc1C(=O)NCc1ccccn1	1	2.2	19	0.0
Cc1noc(C)c1S(=O)(=O)Nc1ccc(C(=O)NCCc2ccc(Cl)cc2)cc1	8	0.3	5	-0.3
O=C1c2cccc([N+](=O)[O-])c2C(=O)N1Cc1ccc(Br)cc1	9	0.2	-4	-0.1
Cc1ccc(N=C2N=C(N)c3ccccc32)cc1Cl	-4	-0.4	-3	0.2
OCCSc1c(F)c(F)c(SCCO)c(F)c1F	-1	-0.5	-6	0.0
Cc1nn(C(C)C(=O)NC(C)c2ccccc2)c(=O)c2cc3sccc3n12 (configuration not stated)	-8	-1.0	-106	-0.2
CCN(CC)CCN1C(=O)C(O)=C(C(C)=O)C1c1ccc(F)cc1 (configuration not stated)	4	0.1	10	-0.1
CCN1CCN(S(=O)(=O)CCNC(=O)COc2ccc(F)cc2)CC1	1	-1.2	14	0.7
O=C1NC2(CCN(Cc3coc4ccccc4c3=O)CC2)Oc2ccccc21	-12	0.1	15	0.1
CN(CCCNC(=O)Cn1c(=O)oc2cc(Cl)ccc21)Cc1ccccc1	12	0.2	6	0.1
CC(C)[C@H](Cn1nnc2ccccc21)NC(=O)c1ccc(=O)[nH]n1	2	0.1	3	-0.1
O=C1c2ccccc2C(=O)N1CCn1c2ccccc2c2nc3ccccc3nc21	-3	-0.4	-8	0.0
COc1ccc(CCNC(=O)C(C(C)C)N2C(=O)c3ccccc3C2=O)cc1 (configuration not stated)	5	-1.4	11	0.2
CCCNC(=O)Cn1cnc2sc(C(=O)N3CCN(c4ccccc4)CC3)c(C)c2c1=O	-4	2.7	3	0.1
O=C(CNC(=O)C12CC3CC(CC(C3)C1)C2)N1CCN(c2ccccc2Cl)CC1	-4	-1.4	9	0.1
O=C(NCc1cccnc1)c1cccc(-c2ccc3[nH]ccc3c2)n1	2	-0.1	3	0.0
O=C(NC(=S)Nc1cccc(-c2nc3ccccc3o2)c1)c1ccc(F)cc1	-3	-0.7	9	0.8
CC1=CC(C(F)(F)F)(C(F)(F)F)C(C#N)=C(N)N1c1ccc(C(F)(F)F)cc1	-1	1.2	-1	0.0
O=C(Nc1ccccc1)c1ccc2nc(NC3CCC(O)CC3)sc2c1 (configuration not stated)	-61	-0.9	9	0.2
COc1ccc(/C=C(\C#N)C(=O)C(C)(C)C)cc1	-5	2.2	1	0.0
CCOC(=O)C1(C)C=C(Nc2ccc(O)cc2)C(=O)N1c1ccc(O)cc1 (configuration not stated)	6	-1.1	12	-0.1
CC(=O)N(CC(C)(C)CC=C(C)C)c1ccccc1	6	-1.0	16	0.9
COc1ccc(S(=O)(=O)NC2CC(=O)N(c3ccc(C)cc3)C2)cc1 (configuration not stated)	-4	-0.7	1	-0.1
CC(C)c1ccc(OCC(=O)NCCOc2ccc(F)cc2)cc1	-5	-1.0	6	0.2
Cc1cc(C)c(C(=O)CSc2nnc(N)s2)c(C)c1	-9	-0.1	3	-0.1
COc1ccc(-c2nc(C)cc(NCCc3ccc(O)cc3)n2)cc1	-67	1.6	6	0.0
CCc1c(C)nc(NC2CCN(S(=O)(=O)c3ccccc3C(F)(F)F)CC2)[nH]c1=O	0	0.7	-4	0.4
N#Cc1ccccc1NC(=O)c1ccc(Br)c(S(=O)(=O)N2CCOCC2)c1	-10	0.9	-19	0.0
Cc1ccc(NC(=O)C(=O)NCc2ccco2)c(C)c1	-39	-0.4	13	0.1
CN(C(=O)C1CCN(C(=O)C2CC2)CC1)C(c1ccc(F)cc1)c1ccccn1 (configuration not stated)	-1	-0.9	-5	-0.1
CCCCC(C)(C)[C@H](O)/C=C/[C@H]1[C@H](O)CC(=O)[C@@H]1CCCCCCC(=O)O	.	1.1	12	.
Nc1n[nH]c(N)c1N=Nc1cccc(Cl)c1	-17	-0.1	15	-0.4
O=C(O)c1ccc(COc2ccc(Cl)cc2)o1	1	-9.0	9	-0.1
CC(=O)CC(=O)Nc1ccc(C)c(C)c1	-1	-0.5	7	0.2
O=C1NC(=S)N(c2ccc(F)cc2)C(=O)/C1=C\c1ccc(N2CCCC2)o1	-8	-0.1	7	0.0
COc1cc(Br)cc(/C=N/NC(=O)C(C)Nc2ccccc2C)c1O (configuration not stated)	12	0.1	12	0.1
C=CCC(O)(CCN1CCCCC1)c1ccccc1 (configuration not stated)	0	1.1	3	-0.1
COC(=O)c1ccc2c(c1)N(Cc1ccc(C(F)(F)F)nc1)C(=O)C(C)O2 (configuration not stated)	-1	0.7	0	-0.2
COC(=O)COc1ccc(NC(=O)c2ccc([N+](=O)[O-])c(C)c2)cc1	5	-1.1	14	0.2
Cc1onc(-c2ccccc2Cl)c1C(=O)n1cc(Br)cn1	2	1.1	8	0.4
COC(=O)c1ccc(/C=N/NC(=O)CC(=O)NC2CCCCC2)cc1	-1	-1.1	-7	0.1
COC(=O)c1ccc(NC(=O)CSc2n[nH]c(N)n2)cc1	4	0.0	-4	-0.1
CN1C(=O)N(C(C)(C)C)C2NC(=O)NC21 (configuration not stated)	2	0.4	17	0.3
O=[N+]([O-])c1ccc(C2C3CC=CC3c3cc(I)cc4c3N2CC2CC=CC42)cc1 (configuration not stated)	-8	-0.3	1	0.2
COc1cccc(C2CC(=O)N3C(=C2C#N)SCC3(O)c2ccco2)c1OC (configuration not stated)	-28	0.0	0	0.0
O=C(Cc1ccccc1[N+](=O)[O-])NC1CCN(Cc2ccccc2)CC1	7	0.0	9	-0.1
Cc1cccc(N2CCN(C(=O)C(NS(=O)(=O)c3cccs3)C(C)C)CC2)c1C (configuration not stated)	1	-0.1	-1	0.0
O=C(O)COc1ccc(/C=C2\SC(=S)N(Cc3ccco3)C2=O)cc1Cl	-1	1.5	14	-0.1
Fc1ccccc1Nc1nc2nonc2nc1N1CCN(Cc2ccccc2)CC1	-1	-1.5	0	0.5
O=C(CN1C(=O)S/C(=C\c2ccccc2O)C1=O)c1ccccc1	-9	0.2	-8	0.1
O=C1CCC(=O)N1OCCCOc1ccccc1	7	1.2	-23	-0.2
COc1ccc(C)cc1N/C=C1/CCCCC1=O	2	0.9	-5	0.1
Cc1sc(NC(=O)CSc2nnc(N)s2)c(C#N)c1C	4	0.5	2	0.1
Cc1occc1C(=O)Nc1cc(C(F)(F)F)ccc1Cl	0	0.1	4	0.2
Cc1cc2cccc(C)c2nc1SCCN1CCOCC1	-4	-0.6	5	-0.1
O=C(NCc1nc(-c2ccncc2)n[nH]1)c1ccc(Cl)nc1	9	-0.1	13	0.3
O=C(NNC(=O)c1n[nH]c(=O)c2ccccc12)c1ccc(Br)cc1	2	-0.5	4	0.3
CC(=O)OCc1cc(C2C(C#N)=C(N)OC3=C2C(=O)CC(C)(C)C3)c(C)cc1C (configuration not stated)	4	0.4	2	0.3
CCc1ccc2oc(=O)cc(-c3oc4ccccc4c3NC(=O)c3cccs3)c2c1	-5	0.3	4	0.1

Next records:
SMILES	TEAD-YAP inh	GPR151 activ	MITF primary	FBW7 act
O=C(Cn1c(=O)n(CCCCC(=O)NC2CCCCC2)c(=O)c2ccccc21)NCc1ccccc1	1	-0.2	-26	-0.3
COc1ccc(-c2noc(-c3cccc4ccccc34)n2)cc1	-4	-1.0	10	0.1
Cc1onc(-c2ccccc2)c1C(=O)Nc1sc(C)c(C)c1C(=O)OC(C)C	9	1.2	12	0.1
COc1ccc(C(=S)N2CCCCC2)cc1OC(=O)CCc1ccccc1	4	0.8	61*	-0.1
COc1ccc(C(=O)NCC(O)COc2ccc(C(C)(C)C)cc2)cc1[N+](=O)[O-] (configuration not stated)	3	-1.3	6	0.2
Cc1cccc(NC(=O)C(=O)NCCC2CCCCN2S(=O)(=O)c2ccc(F)cc2)c1 (configuration not stated)	12	1.2	-1	-0.1
NCCCC[C@@H]1NC(=O)[C@H]2CN(CCc3ccccc3)CCN2C1=O	21	-0.1	18	0.2
CC[n+]1c(C)n(CCCS(=O)(=O)O)c2cc(-c3ccccc3)ccc21	-4	0.2	15	1.6
COc1cccc(C(=O)N2CCN3C(=O)[C@H](Cc4cnc[nH]4)NC(=O)[C@H]3C2)c1	-1	-0.4	-5	0.0
NC(=O)/C(=C/c1ccc2c(c1)OCO2)NC(=O)c1ccccc1Cl	5	1.3	9	0.0
CCOC(=O)c1sc(NC(=O)CSc2cc(C)[nH]c(=O)n2)nc1C	-3	0.0	1	0.2
CC(=O)N(C)c1ccc(NC(=O)c2ccccc2[N+](=O)[O-])cc1	-2	-1.2	8	0.0
CC(C)(C)OC(=O)C(C(=O)OC(C)(C)C)c1nc(Cl)nc(N(c2ccccc2)c2ccccc2)n1	10	-0.6	12	0.3
O=S(=O)(c1ccc(F)cc1)N1CCN(c2ccccc2)CC1	-5	-0.2	-5	0.1
COc1ccccc1Cn1c(SC)nc2ccc(Br)cc2c1=O	-14	0.2	19	0.2

21 consecutive compounds already listed, quoted:
SMILES	TEAD-YAP inh	GPR151 activ	MITF primary	FBW7 act
O=C1CCC(=O)N1OCCCOc1ccccc1	7	1.2	-23	-0.2
COc1ccc(C)cc1N/C=C1/CCCCC1=O	2	0.9	-5	0.1
Cc1sc(NC(=O)CSc2nnc(N)s2)c(C#N)c1C	4	0.5	2	0.1
Cc1occc1C(=O)Nc1cc(C(F)(F)F)ccc1Cl	0	0.1	4	0.2
Cc1cc2cccc(C)c2nc1SCCN1CCOCC1	-4	-0.6	5	-0.1
O=C(NCc1nc(-c2ccncc2)n[nH]1)c1ccc(Cl)nc1	9	-0.1	13	0.3
O=C(NNC(=O)c1n[nH]c(=O)c2ccccc12)c1ccc(Br)cc1	2	-0.5	4	0.3
CC(=O)OCc1cc(C2C(C#N)=C(N)OC3=C2C(=O)CC(C)(C)C3)c(C)cc1C (configuration not stated)	4	0.4	2	0.3
CCc1ccc2oc(=O)cc(-c3oc4ccccc4c3NC(=O)c3cccs3)c2c1	-5	0.3	4	0.1
O=C(Cn1c(=O)n(CCCCC(=O)NC2CCCCC2)c(=O)c2ccccc21)NCc1ccccc1	1	-0.2	-26	-0.3
COc1ccc(-c2noc(-c3cccc4ccccc34)n2)cc1	-4	-1.0	10	0.1
Cc1onc(-c2ccccc2)c1C(=O)Nc1sc(C)c(C)c1C(=O)OC(C)C	9	1.2	12	0.1
COc1ccc(C(=S)N2CCCCC2)cc1OC(=O)CCc1ccccc1	4	0.8	61*	-0.1
COc1ccc(C(=O)NCC(O)COc2ccc(C(C)(C)C)cc2)cc1[N+](=O)[O-] (configuration not stated)	3	-1.3	6	0.2
Cc1cccc(NC(=O)C(=O)NCCC2CCCCN2S(=O)(=O)c2ccc(F)cc2)c1 (configuration not stated)	12	1.2	-1	-0.1
NCCCC[C@@H]1NC(=O)[C@H]2CN(CCc3ccccc3)CCN2C1=O	21	-0.1	18	0.2
CC[n+]1c(C)n(CCCS(=O)(=O)O)c2cc(-c3ccccc3)ccc21	-4	0.2	15	1.6
COc1cccc(C(=O)N2CCN3C(=O)[C@H](Cc4cnc[nH]4)NC(=O)[C@H]3C2)c1	-1	-0.4	-5	0.0
NC(=O)/C(=C/c1ccc2c(c1)OCO2)NC(=O)c1ccccc1Cl	5	1.3	9	0.0
CCOC(=O)c1sc(NC(=O)CSc2cc(C)[nH]c(=O)n2)nc1C	-3	0.0	1	0.2
CC(=O)N(C)c1ccc(NC(=O)c2ccccc2[N+](=O)[O-])cc1	-2	-1.2	8	0.0
